Screens (PubChem)
TRPC4 PAM: positive allosteric modulators of TRPC4, primary screen, cell-based, mouse TRPC4beta, HEK293 mu-opioid, Fluo-4 calcium; actives 0.42% (n = 310,000); B-score at 10 µM; Short transient receptor potential channel 4 (Mus musculus), Q9QUQ5; DAMGO EC20, Fluo-4 Ca2+ flux; active compounds read high;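 active = B-score of calcium response area above 5 SD of library B-scores, with initial fluorescence ratio within 5 SD of library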;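 note: B-score of integrated fluorescence ratio over time as area under calcium response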
KLF5 inh: KLF5 expression inhibitors, primary screen, DLD-1 cells, luminescence; inhibition, % at 5 µM; AID 1700, 2009; actives 0.23% (n = 290,000); DLD-1 KLF5 promoter-luciferase reporter;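 active = inhibition above a per-plate limit of that plate's mean compound inhibition plus 3 SD, cut at about 60% in these data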;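 note: 0% = DMSO wells and 100% = LY294002 at 200 µM; higher means less KLF5 promoter-driven luciferase light; inactives centre near -14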
TRPC6 act: mouse TRPC6 channel activators, primary screen, cell-based, HEK293, membrane potential dye; actives 0.13% (n = 310,000); B-score at 10 µM; Short transient receptor potential channel 6 (Mus musculus), Q61143; HEK293-TRPC6 membrane potential dye fluorescence; active compounds read high;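 active = B-score of the integrated fluorescence ratio above library mean plus 3 SD, and starting fluorescence ratio within library mean plus 5 SD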;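 note: higher score means more depolarization so channel activation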
MrgX1 antag: antagonists of human MrgX1 receptor, primary screen, HEK293 cells, Fluo-4 calcium flux; B-score at 10 µM; actives 1.3% (n = 310,000); BAM8-22 antagonism; active compounds read low; Mas-related G-protein coupled receptor member X1 (Homo sapiens), Q96LB2; AID 588676, 2011;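 active = calcium-response B-score plate-corrected more than 3 library SD below zero, starting fluorescence within 5 deviations, no agonist response on first addition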;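 note: peak minus trough fluorescence over baseline after final BAM8-22 challenge near maximal dose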
Target sequence (Q96LB2 whole entry, looked up): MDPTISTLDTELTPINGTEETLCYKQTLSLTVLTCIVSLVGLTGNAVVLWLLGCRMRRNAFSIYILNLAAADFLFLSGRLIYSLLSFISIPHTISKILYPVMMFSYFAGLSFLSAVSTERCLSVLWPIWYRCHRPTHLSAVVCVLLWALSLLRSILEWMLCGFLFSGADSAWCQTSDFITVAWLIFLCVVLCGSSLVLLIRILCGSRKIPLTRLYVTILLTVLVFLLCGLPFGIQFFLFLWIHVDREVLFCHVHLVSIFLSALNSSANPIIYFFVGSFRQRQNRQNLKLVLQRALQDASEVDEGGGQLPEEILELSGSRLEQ
TRPC4 inh: inhibitors of mouse TRPC4 channel, primary screen, Fluo4 calcium, HEK293 TRPC4beta/mu-opioid cells; DAMGO-evoked Fluo4 calcium flux; active compounds read low; B-score at 10 µM; actives 0.39% (n = 300,000); Short transient receptor potential channel 4 (Mus musculus), Q9QUQ5; AID 2247, 2010;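 active = B-score over 3 SD under the library average, no early fluorescence shift, positive overall ratio signal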
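Test system – stable TRPC4beta/mu-opioid receptor HEK293 cells · Probe or stimulus – DAMGO, a submaximal dose followed by a maximal one · Dosing – one concentration per compound · Signal – Fluo4 calcium fluorescence by kinetic imaging, 5 s 1 Hz baseline · Evaluation – per-well B score of integrated baseline-normalized Fluo4 ratio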
TRPC4 act: activators of mouse TRPC4 channel, primary screen, Fluo4 calcium, HEK293 TRPC4beta/mu-opioid cells; Short transient receptor potential channel 4 (Mus musculus), Q9QUQ5; B-score at 10 µM; Fluo4 calcium fluorescence; active compounds read high; actives 0.49% (n = 310,000);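 active = B-score above 5 SD of library B-scores, and initial fluorescence ratio not above library mean plus 5 SD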;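 note: positive B-score marks a calcium rise read as TRPC4 activation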
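System – HEK293 cells stably co-expressing mouse TRPC4beta and mu-opioid receptor · Signal – Fluo4 calcium-sensitive dye fluorescence, kinetic, 1 Hz baseline · Benchmarks – buffer (low) and maximal DAMGO (high) · Read-out – B score of integrated fluorescence ratio per well · Incubation – dye loading 45 min room temperature, 110 s kinetic read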
IEC-6 tox: cytotoxicity in IEC-6 intestinal epithelial cells, primary screen, cytotoxicity control for KLF5 inhibitor project, cell-based, luminescence; actives 0.78% (n = 290,000); IEC-6 cytotoxicity, luminescence viability; inhibition, % at 5 µM; in the data active = inhibition above about 22%;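 note: 0% = plate median of test compound wells and 100% = cytotoxic reference compound wells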
SKKanGAS inh: S. pyogenes SKKanGAS growth inhibitors in kanamycin, primary screen, streptokinase expression inhibitor project, SKKanGAS strain, BacTiter-Glo luminescence | 6 h | inhibition, % at 7.5 µM | actives 1.3% (n = 300,000);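 active = mean replicate score, as percent of positive control median, at least 50; inconclusive = mean below 50 but one replicate at or above 50; inactive = mean and every replicate below 50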;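 note: strain carries kanamycin resistance gene driven by streptokinase promoter and grows in 40 µg/ml kanamycin; loss of luminescence reflects streptokinase promoter inhibition or plain growth inhibition; 0% = median of DMSO wells and 100% = positive control at its reference dose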
HIF act: HIF pathway transcriptional activators, primary screen, cell-based, U2OS HRE-luciferase, luminescence; U2OS HRE-luciferase reporter; normalized: DMSO 0%, desferrioxamine 100%; activation, % at 7.5 µM (by protocol); actives 0.32% (n = 300,000); AID 1910, 2009;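 active = mean activation of at least 10% of the iron chelator positive control signal, with at least half of replicates also reaching 10%; inconclusive = mean and replicate majority disagree about reaching 10%; inactive = mean and most replicates under 10%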
TRPC6 inhibitor: mouse TRPC6 channel inhibitors, primary screen, cell-based, HEK293, membrane potential dye | Short transient receptor potential channel 6 (Mus musculus), Q61143 | ACh-evoked depolarization; active compounds read low | B-score at 10 µM | actives 1.1% (n = 310,000);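 active = B-score under library mean minus 3 SD, initial fluorescence not abnormally high, positive integrated signal ratio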;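 note: B-score derived from integrated fluorescence ratio over the kinetic read; more negative B-score means stronger inhibition of depolarization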
aSyn UTR inh: MLPCN primary screen, SNCA 5' untranslated region; alpha-synuclein 5'UTR reporter, inhibitor activity; inhibition, % (tested at 7.5 µM); actives 0.82% (n = 300,000); AID 1813, 2009; in the data active = inhibition above about 60%; inconclusive = no clear call, values can overlap the other calls;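 note: H4 neuroglioblastoma cells stably carrying SNCA 5'UTR luciferase fusion; 0% = DMSO wells and 100% = positive control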
* hit, by the source's call; i = inactive; ? = inconclusive; nt = not tested or not shown. The order is random; any-hit rate near 5.8%.

SMILES	TRPC4 PAM	KLF5 inh	TRPC6 act	MrgX1 antag	TRPC4 inh	TRPC4 act	IEC-6 tox	SKKanGAS inh	HIF act	TRPC6 inhibitor	aSyn UTR inh
COC(=O)c1ccccc1NC(=O)CCS(=O)(=O)c1ccc(Br)cc1	i	-14	i	nt	i	i	-3	-20	-0.1	i	0
CN(C)C(=O)CN1CCN(Cc2cn(C)nc2-c2ccc3c(c2)OCCO3)CC1	i	-6	i	i	i	i	-5	-1	0.4	i	-35
O=C(CSCc1ccc([N+](=O)[O-])cc1)NC1CCCCCC1	i	-1	i	i	i	i	-6	-4	0.0	i	11
COc1cc(/C=N/NC(=O)c2cccnc2)ccc1OC(=O)c1cccc(Br)c1	i	-20	i	i	i	i	4	5	-0.1	i	9
CCOc1cccc2c1OC1(C)CC2NC(=O)N1c1cccc(C(=O)N2CCN(c3ccccn3)CC2)c1 (stereo unspecified)	i	-12	i	i	i	i	8	1	0.0	i	6
C=CCn1c(SCC(=O)/C(C#N)=C(\C)N)nc2sc(C)c(C)c2c1=O	i	-46	i	i	i	i	-1	58*	0.3	i	8
Cc1ccc(S(=O)(=O)N2CCC(C(=O)NNC(=O)c3cccnc3)CC2)cc1	i	3	i	i	i	i	-2	0	-0.3	i	15
CC1=C(C(=O)Nc2ccccn2)C(c2ccc(Cl)cc2)NC(=S)N1 (stereo unspecified)	i	-9	i	i	i	i	3	12	1.3	i	-122
CCC1CCC(C(=O)NC(C(=O)Nc2ccc3c(c2)OCCO3)C(C)C)CC1 (stereo unspecified)	i	-34	i	i	i	i	0	0	0.6	i	-84
Cc1c(N=c2scc(-c3ccccc3)n2CCO)c(=O)n(-c2ccccc2)n1C	i	-8	i	i	i	i	-6	-4	0.9	i	13
CCc1c(C)nc(Nc2nc(C)c3ccc(OC)cc3n2)[nH]c1=O	i	-25	i	i	i	i	5	2	1.7	i	-52
Cn1cc(CNC(=O)COc2ccc(Cl)cc2Cl)cn1	i	-25	i	i	i	i	1	-5	0.6	i	-6
COc1cc([N+](=O)[O-])cc(/C=C2/SC(=S)N(Cc3ccccc3)C2=O)c1O	i	19	i	i	i	i	-13	41	-1.7	-6.3*	28
C/C=C/c1ccc(OCCCNC)c(OC)c1	i	-5	i	i	i	i	3	-6	0.6	i	-8
CCCCC1=CC2=CC(=O)C(C)(OC(=O)CC)C(=O)C2=CN1C(CO)CO (stereo unspecified)	i	nt	i	i	i	i	nt	0	-0.3	i	-1
Cc1ccccc1Nc1nc(NCc2ccco2)c2ccccc2n1	i	-72	i	i	-9*	49*	12	-3	0.6	-5.8*	-30
CCOC(=O)[C@@H]1[C@H]2COc3cc(OC)ccc3[C@@H]2N2C(=O)N(c3ccc(Br)cc3)C(=O)[C@@]12C	i	-26	i	i	i	i	1	3	0.0	i	-2
Cc1nn(-c2ccccc2)nc1C(=O)Oc1cc(C(F)(F)F)nn1-c1ccccc1	i	-7	i	i	i	i	4	5	-0.4	i	-5
COc1ccccc1Nc1nc(N)nc(CSC(=S)N2CCN(c3ccccc3)CC2)n1	i	-2	i	i	i	i	2	18	0.7	i	-12
O=C(O)CCCNc1cc(N2CCN(C(=O)c3ccco3)CC2)c2noc3c2c1C(=O)c1ccccc1-3	i	-18	i	i	i	i	-13	52*	-2.7	i	24
CCc1ccc(CN(C)C(=O)c2cc(COc3cc(C)c(Cl)c(C)c3)on2)nc1	i	-11	i	i	i	i	-2	-5	2.0	i	-31
C=CCN(C(=O)CCC(=O)Nc1cc(C)on1)C(C(=O)NC(C)(C)CC)c1cccc(OC)c1OC (stereo unspecified)	i	7	i	i	i	i	2	6	0.2	i	-11
COC(=O)c1cccc(N(CC(=O)NCC2CCCO2)C(=O)CCC(=O)Nc2cc(C)on2)c1 (stereo unspecified)	i	-5	i	i	i	i	0	8	0.0	i	-1
O=C(O)C/C(=C\c1cc2c(cc1Br)OCO2)c1nc2ccccc2s1	i	-24	i	i	i	i	2	-14	-4.2	i	0
CC1(c2ccccc2)CC2CC(c3ccccc3)N1O2 (stereo unspecified)	i	-5	i	i	i	i	-4	-10	-0.3	i	-21
CC(=O)c1cccc(NC(=O)CN2CCN(Cc3ccccc3)CC2)c1	i	-28	i	i	i	i	6	-4	-0.9	i	13
Cc1cccc(N2CC(O)(c3cccs3)[N+]3=C2CCCCC3)c1 (stereo unspecified)	i	-25	i	i	i	i	-1	5	-0.2	i	12
O=C(NCCOc1ccccc1)C1CCC(=O)N(CCc2ccc(Cl)cc2)C1 (stereo unspecified)	i	-13	i	i	i	i	1	-7	0.6	i	-3
O=C(CCC(=O)NC1CCCCC1)Nc1cccnc1	i	-32	i	i	i	i	0	-2	-1.0	i	-8
Cc1ccc(-c2csc3ncnc(N4CCN(Cc5ccccc5)CC4)c23)cc1	i	-43	i	i	i	i	-7	-2	-0.4	i	11
COC(=O)C1=CN(Cc2ccccc2)C=C(C(=O)OC)C1c1cc(F)ccc1F	i	-13	i	i	i	i	-2	35	0.7	i	23
CC(=O)Nc1ccc(NC(=O)Nc2cccc(C)c2C)cc1	i	-12	i	i	i	i	7	8	0.0	i	4
O=C(CCc1ccccc1)N1CCN(c2ccc([N+](=O)[O-])cc2)CC1	i	-3	i	i	i	i	4	-5	-1.2	i	11
CCCCN(C)C(=O)c1nc2ccccn2c1CN1CCSCC1	i	-13	i	i	i	i	0	2	nt	i	5
COC(=O)C1=C(NC(=O)C(C)(C)C)CCS1	i	-14	i	i	i	i	-1	5	-0.1	i	4
CCc1ccc(-c2cc(C(=O)N3N=C(C(F)F)CC3(O)C(F)F)c3ccccc3n2)cc1 (stereo unspecified)	i	-1	i	i	i	i	4	17	-0.4	i	-68
Cc1ccc(NC(=O)COC(=O)Cn2c(C)csc2=O)cc1	i	-19	i	i	i	i	-3	-3	0.4	i	0
COC(=O)N/N=C/c1ccc(OC(=O)c2ccco2)c(OC)c1	i	6	i	i	i	i	0	-1	0.8	i	-1
CCCCN=C1NN=C(c2ccc(C)c(C)c2)CS1	i	-16	i	i	i	i	1	17	2.1	i	-162
Cc1nc(N2CCCCC2)c2c(C)c(C(=O)Nc3ccc4c(c3)OCCO4)sc2n1	i	-14	i	i	i	i	2	-4	0.2	i	-6
Cn1c(SCCOc2cccc(Cl)c2)nnc1-c1ccncc1	i	14	i	i	i	i	3	-9	0.8	i	-42
COc1ccc(Br)cc1-c1nc(CCl)cs1	i	-7	i	i	i	i	2	-1	-0.4	i	-33
O=C(CCNC(=O)c1ccccc1Cl)Nc1ccc(Br)c(C(F)(F)F)c1	i	10	i	i	i	i	-2	-8	-0.1	i	25
Cc1noc(C)c1CSc1nc2[nH]ncc2c(=O)n1-c1ccccc1	i	74*	i	i	i	i	82*	3	0.2	i	?
COC(=O)C1C(=O)C2=C(CC1C)Nc1ccccc1NC2c1cccs1 (stereo unspecified)	i	-18	i	i	i	i	-4	-3	-0.4	i	-3
O=C(CS(=O)(=O)Cc1ccccc1)Nc1cccnc1	i	4	i	i	i	i	-1	0	-0.4	i	-6
Cc1cc(C)cc(NC(=O)c2cnn(-c3ccccc3)c2C2CCNCC2)c1	i	-12	i	i	i	i	4	-3	-0.4	i	-7
COc1ccc(-n2c(SCC(=O)N3CCCCC3C)nnc2-c2cccnc2)cc1 (stereo unspecified)	i	15	i	i	i	i	-6	1	0.2	i	4
N#CCc1nc(-c2cc3ccccc3oc2=O)cs1	i	9	i	i	i	i	-5	5	3.7	i	-35
COc1cc(C(=O)N2CCCN(C)CC2)cc(OC)c1C	i	-28	i	i	i	i	2	-3	0.2	i	10

The list goes on.
SMILES	TRPC4 PAM	KLF5 inh	TRPC6 act	MrgX1 antag	TRPC4 inh	TRPC4 act	IEC-6 tox	SKKanGAS inh	HIF act	TRPC6 inhibitor	aSyn UTR inh
CCOC(=O)c1sc(NC(=O)CCc2ccc(OC)cc2)nc1C	i	-26	i	i	i	i	-12	-3	0.3	i	-10
Cc1cc(=O)n2nc(N3CCC(C(=O)NCc4ccco4)CC3)sc2n1	i	-44	i	i	i	i	7	-5	-1.8	i	10
CN1C(=O)C(O)(CC(=O)c2cccc(-n3cccc3)c2)c2ccccc21 (stereo unspecified)	i	10	i	i	i	i	6	4	-0.4	i	10
COc1cccc(CN(C)C(=O)c2cc(COc3ccc4ncccc4c3)on2)c1	i	-32	i	-6.6*	i	i	14	12	0.5	i	-15
CN(C)S(=O)(=O)c1ccc(C(=O)Nc2ccn(C)n2)cc1	i	-57	i	i	i	i	-1	-6	1.5	i	-15
COc1ccccc1C(=O)C1CCCN(C(=O)c2ccccc2C(C)=O)C1 (stereo unspecified)	i	-46	i	nt	i	i	-8	-1	0.1	i	-32
Cc1cccc(OC(C)c2ccnc3nc(/N=C/N(C)C)nn23)c1 (stereo unspecified)	i	0	i	i	i	i	-7	2	-1.4	i	16
CCOc1ccc(-c2nc3c(s2)CCc2onc(-c4ccc(OC)cc4)c2-3)cc1	i	nt	i	i	i	i	nt	-6	-0.3	i	-11
COc1ccc(/C=N/Nc2ccccc2)cc1Cn1nc(C)c([N+](=O)[O-])c1C	i	1	i	i	i	i	-1	-5	0.0	i	9
CC(C)(C)C(=O)/C=C/c1ccc(Oc2ccccc2)cc1	i	-25	i	i	i	i	-2	6	-2.4	i	-155
COc1ccc(NC(=O)C/C(C)=N/NC(=O)c2ccccn2)c(OC)c1	i	-150	i	i	i	i	4	-3	2.0	i	-107
CC(=O)[C@@H]1[C@@H](C(=O)c2ccc(F)cc2)[C@]2(C(=O)Nc3ccccc32)[C@H]2C=Cc3cc(F)ccc3N12	i	-1	i	i	i	i	8	0	-0.2	i	22
